IMPase Li inh: cell-permeable IMPase inhibitors with lithium potentiation | AID 1457 | CHO-M1 cells, IP1 TR-FRET (IP-One), carbachol + lithium | Potency, µM (highest dose often 59.4 µM), without a hit: at the top dose activity, negative = IMPase inhibition, actives largely listed as inhibitors | 0.35% of 210,000 active;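 further: IP1 builds up when IMPase is blocked and the TR-FRET signal falls; potency means the concentration at half of the fitted maximal effect; plate controls were basal vehicle for no effect and high inhibitor control for full effect; nearly all actives have a fitted effect of over 50% in size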
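CHO-M1, 2000 cells/well, 16–30 h culture; cpd + low Li+, 30 min 37C; lysis with d2-IP1/Eu-anti-IP1 Ab, 10 min RT; TR-FRET 665/620 ratio and 620 channel; AC50 via Hill.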
SMN2 splice up: enhancers of SMN2 splice variant expression; HEK293 SMN2-luciferase splicing reporter, luminescence, 30-36 h; 2.8% of 210,000 active; Potency, µM (titrated, usually from 46.1 µM), for inactives: at the highest dose activity change, positive = activation, usual class: activators; further: potency means the concentration at half of the fitted maximal effect; % of control where 0% means no effect; nearly all actives have a fitted effect of over 55% in size
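qHTS luciferase splicing reporter: luminescence rises when SMN2 exon 7 is included in transfected HEK293 cells. Compound exposure lasted 30-36 h at 37C, with 4.5 mM final sodium butyrate as control, followed by a ONE-Glo read.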
HTT cytoprotect: protects HTT-Q103 PC12 cells, measured by ATP. PC12 HTT-Q103 induced, cytoprotection, ATP luminescence, 40 h. Potency, µM (highest dose often 56.4 µM), without a hit: cytoprotection (ATP increase), hits mostly activators. 0.14% of 230,000 active. AID 1471;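 further: potency means the concentration at half of the fitted maximal effect; % of control where 0% means no effect; nearly all actives have a fitted effect of over 45% in size; toxic huntingtin expression switched on by the ecdysone agonist tebufenozide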
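Huntington model: PC12 line, ecdysone-inducible HTTQ103 exon1–GFP, tebufenozide 100 nM. Test articles in a dose series. Endpoint luminescence from cellular ATP.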
Lamin A splicing: LMNA splicing modulation; HeLa LMNA splicing GFP/RFP minigene ratio, 48 h; Potency, µM (top dose mostly 46.1 µM), without a hit: at the highest dose ratio change, negative = inhibition, hits mostly inhibitors; 0.01% of 200,000 active; active means well fitted inhibition curve with a large enough effect in the signal ratio, with a control signal flat, not every such curve was filed as active; inconclusive means small, poorly fitted or top-dose-only effect, or effect the other way, or a change in a side signal; the % refers to the signal ratio; further: potency means the concentration at half of the fitted maximal effect; on the % scale 0 is the no-effect control and ±100 the full control effect
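Read-out is the ratio of GFP to DsRed2 object intensity, acquired by 488 nm laser-scanning cytometry on HeLa lamin A-EGFP minigene reporter cells. Compound incubation 48 hrs at 37 °C in Opti-MEM with 2% FBS; DMSO 0.5% final.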
CBFb-RUNX1 inh: blocks binding between human CBF-beta and RUNX1 | Q01196+Q13951 | AlphaScreen CBFb-His/RUNX1-biotin binding, biochemical | Potency, µM (doses to about 59.8 µM), for the others: at the highest dose activity, negative = inhibition, actives largely listed as inhibitors | 230,000 tested, under 10 active | AID 1477; further: % of control where 0% means no effect
Target sequence (Q01196 whole entry, looked up): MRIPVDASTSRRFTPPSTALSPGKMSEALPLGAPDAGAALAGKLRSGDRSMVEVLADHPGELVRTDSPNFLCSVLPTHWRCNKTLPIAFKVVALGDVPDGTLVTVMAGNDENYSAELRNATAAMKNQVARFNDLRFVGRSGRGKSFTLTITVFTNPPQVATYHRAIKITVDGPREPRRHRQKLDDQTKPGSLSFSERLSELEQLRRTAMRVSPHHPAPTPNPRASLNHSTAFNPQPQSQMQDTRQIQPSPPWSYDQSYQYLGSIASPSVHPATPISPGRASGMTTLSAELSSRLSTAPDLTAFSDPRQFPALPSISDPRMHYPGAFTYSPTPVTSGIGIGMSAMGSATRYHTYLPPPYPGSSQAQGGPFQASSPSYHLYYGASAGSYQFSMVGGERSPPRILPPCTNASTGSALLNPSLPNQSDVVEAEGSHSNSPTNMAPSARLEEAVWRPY
Target sequence (Q13951 whole entry, looked up): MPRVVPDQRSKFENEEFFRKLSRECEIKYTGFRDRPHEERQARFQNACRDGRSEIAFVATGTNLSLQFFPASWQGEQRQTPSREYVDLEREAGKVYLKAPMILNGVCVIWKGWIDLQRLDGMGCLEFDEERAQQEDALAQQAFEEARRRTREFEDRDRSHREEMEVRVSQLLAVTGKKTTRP
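Read-out: AlphaScreen. Format: His-CBF-beta with biotinylated RUNX1 (30 nM each) preincubated 20 min, compound 15 min, Ni-chelate plus streptavidin beads 90 min; room temperature throughout.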
HttQ103 aggreg: inhibitors of mutant huntingtin aggregate formation in PC12 cells. PC12 HttQ103-GFP aggregates, Acumen cytometry, 40 h. Potency, µM (doses to about 46.1 µM), inactives show at the top dose activity change, negative = inhibition, most hits filed as inhibitors. 1.1% of 220,000 active. AID 1688; further: potency means the concentration at half of the fitted maximal effect; on the % scale 0 is the no-effect control and ±100 the full control effect; nearly all actives have a fitted effect of over 60% in size
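Compounds (qHTS titration) were added to PC12 cells expressing an ecdysone-driven HTT exon 1 Q103–GFP fusion after induction with 100 nM tebufenozide. Aggregate formation was measured as GFP objects in cell lysates.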
KinaseGlo FLuc: blocks Kinase-Glo luciferase, a counter-screen artifact; 0.28% of 200,000 active; Potency, µM (titrated, usually from 38.3 µM), for the others: at the highest dose activity change, negative = inhibition, actives largely listed as inhibitors; Q27757; Kinase-Glo luciferase, ATP luminescence, 8 min; AID 1379; further: potency means the concentration at half of the fitted maximal effect; on the % scale 0 is the no-effect control and ±100 the full control effect; nearly all actives have a fitted effect of over 60% in size
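Kinase-Glo luciferase light output from ATP and luciferin was measured with 10 uM ATP, within the enzyme's linear range. Buffer: 50 mM imidazole pH 7.2, 50 mM KCl, 7 mM MgCl2, 0.01% Tween 20, 0.05% BSA; luminescence read after 8 min at ambient temperature.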
Numbers without * were called inactive; [ ] = another dose, or the depositor's remark. Unless noted, the call rests on the fitted dose curve; in most records, active means well fitted curve in the direction sought with a large enough effect; inconclusive means small, poorly fitted or top-dose-only effect, or another doubt; inactive means no such curve, though single readings can be large; an effect the other way counts as inactive or inconclusive.

COc1ccc2cc(C(=O)NCc3ccccc3)c(=Nc3ccc(C(=O)O)cc3)oc2c1 was read as IMPase Li inh -1%, SMN2 splice up -37%[inhibitor], HTT cytoprotect -63%[inhibitor], Lamin A splicing 21%[46 µM], CBFb-RUNX1 inh 6%, HttQ103 aggreg -19% and KinaseGlo FLuc 1%.
`Cn1c(CCC(=O)OCC(=O)Nc2ccc(Oc3ccccc3)cc2)nc(=O)c2ccccc21` gave IMPase Li inh 5%, SMN2 splice up -14%, Lamin A splicing 5%, CBFb-RUNX1 inh 2%, HttQ103 aggreg -6% and KinaseGlo FLuc 6%.
For COC(=O)Cc1[nH]n(-c2ccccc2)c(=O)c1C(C)=Nc1ccccc1 the results were IMPase Li inh -4%, SMN2 splice up -14%, HTT cytoprotect inconclusive, Lamin A splicing 2%[9.22 µM], CBFb-RUNX1 inh 6%, HttQ103 aggreg 4% and KinaseGlo FLuc -2%.
For COc1ccc(CCNS(=O)(=O)c2ccc(Cl)s2)cc1OC the results were IMPase Li inh -19%[38.3 µM], SMN2 splice up -3%, HTT cytoprotect -10%, Lamin A splicing 1%[0.0737 µM], CBFb-RUNX1 inh 3%, HttQ103 aggreg 11% and KinaseGlo FLuc -1%.
`CN(C)CCCNC(=O)/C(=N\O)c1ccccc1` gave IMPase Li inh 20%[38.3 µM], SMN2 splice up -7%, HTT cytoprotect 10%, Lamin A splicing 4%, CBFb-RUNX1 inh -1%, HttQ103 aggreg 18% and KinaseGlo FLuc -2%.
Screening CCCCn1nc(C(=O)N[C@@H](CCSC)c2nc3ccccc3[nH]2)c2ccccc2c1=O returned IMPase Li inh 1%[38.3 µM], SMN2 splice up -11%, HTT cytoprotect -60%[inhibitor], Lamin A splicing inconclusive, CBFb-RUNX1 inh -5%, HttQ103 aggreg inconclusive and KinaseGlo FLuc -4%.
`Clc1ccc(CSc2cc3c(nn2)-c2ccccc2CC3)cc1` gave IMPase Li inh 16%[38.3 µM], SMN2 splice up 12%, HTT cytoprotect -16%, Lamin A splicing inconclusive, CBFb-RUNX1 inh inconclusive, HttQ103 aggreg -28% and KinaseGlo FLuc 4%.
For COc1ccccc1NC(=O)Cn1nc(-c2ccc3c(c2)OCCO3)ccc1=O the results were IMPase Li inh 21%, HTT cytoprotect 8%[10 µM], Lamin A splicing -10%[46 µM], CBFb-RUNX1 inh -13%, HttQ103 aggreg -1%[9.22 µM] and KinaseGlo FLuc -1%.
Screening Cc1c(N=c2scc(-c3ccccc3)n2CCO)c(=O)n(-c2ccccc2)n1C returned IMPase Li inh 16%, SMN2 splice up 4%, HTT cytoprotect 27%, Lamin A splicing 4%[46 µM], CBFb-RUNX1 inh 4%, HttQ103 aggreg 8% and KinaseGlo FLuc 8%.
`CCN(CC)c1ccc(NC(=O)c2cccc(F)c2)c(C)c1` gave IMPase Li inh 4%[38.3 µM], SMN2 splice up inconclusive, HTT cytoprotect -78%[inhibitor], Lamin A splicing -1%, CBFb-RUNX1 inh -7%, HttQ103 aggreg -2% and KinaseGlo FLuc 0%.
OC(COCC1COc2ccccc2O1)CN1CCN(c2ccccc2)CC1 (centres undefined) was read as IMPase Li inh -3%[38.3 µM], SMN2 splice up -12%, HTT cytoprotect -7%, Lamin A splicing -4%[0.0737 µM], CBFb-RUNX1 inh -2%, HttQ103 aggreg 7% and KinaseGlo FLuc 1%.
Screening CCN(CC)C(=O)c1sc2nc(N3CCOCC3)c3c(c2c1N)CCCC3 returned IMPase Li inh inconclusive, SMN2 splice up 6%, HTT cytoprotect -12%, Lamin A splicing 3%, CBFb-RUNX1 inh 17%, HttQ103 aggreg -22% and KinaseGlo FLuc 0%.
`CC(C)NC1(C(N)=O)CCN(Cc2ccccc2)CC1` gave IMPase Li inh 3%, SMN2 splice up -7%[9.22 µM], HTT cytoprotect 5%[10 µM] and KinaseGlo FLuc -7%[7.66 µM].
Screening NNC(=O)c1ccc(NS(=O)(=O)c2ccc(Br)cc2)cc1 returned HTT cytoprotect 2%[10 µM], CBFb-RUNX1 inh 1% and HttQ103 aggreg -11%[9.22 µM].
Cc1nc(S/C(=C/c2ccc(-c3ccc(C(=O)O)cc3)o2)C(=O)O)n[nH]1 was read as HTT cytoprotect 3%[10 µM], CBFb-RUNX1 inh inconclusive and HttQ103 aggreg 0%[9.22 µM].
For CCOC(=O)c1c(NC(=O)C2CCN(S(=O)(=O)c3ccc(Cl)cc3)CC2)sc2c1CCCC2 the results were IMPase Li inh -1%, SMN2 splice up -15%, HTT cytoprotect 0%[10 µM], Lamin A splicing 5%, CBFb-RUNX1 inh 0%, HttQ103 aggreg -7% and KinaseGlo FLuc 0%.
For O=C(NC1=NCCS1)Nc1ccccc1 the results were IMPase Li inh -10%[38.3 µM], SMN2 splice up 10µM*, HTT cytoprotect -38%, Lamin A splicing 0%, CBFb-RUNX1 inh 5%, HttQ103 aggreg 16% and KinaseGlo FLuc -29%.
`CCCNC(=O)NS(=O)(=O)c1cnccc1Sc1ccc(Cl)cc1` gave IMPase Li inh 4%[38.3 µM], SMN2 splice up 15%, HTT cytoprotect -1%, Lamin A splicing 7%, CBFb-RUNX1 inh 2%, HttQ103 aggreg 0% and KinaseGlo FLuc 3%.
For CC/C(=N/NC(=O)CNc1ccc(Cl)cc1C)c1ccccc1 the results were IMPase Li inh -7%, SMN2 splice up -1%, HTT cytoprotect inconclusive, CBFb-RUNX1 inh 13%, HttQ103 aggreg -15% and KinaseGlo FLuc 1%.
O=C(Cc1cccs1)Nc1nnc(SCc2ccc(Br)cc2)s1 was read as IMPase Li inh -6%, SMN2 splice up -3%, HTT cytoprotect 3%[10 µM], Lamin A splicing -11%, CBFb-RUNX1 inh 1%, HttQ103 aggreg -6% and KinaseGlo FLuc 1%.
`C=C(C)c1cccc(C(C)(C)NC(=O)NCCCN2CCCC2=O)c1` gave IMPase Li inh -9%[38.3 µM], SMN2 splice up -5%, HTT cytoprotect 19%, Lamin A splicing 6%, CBFb-RUNX1 inh 0%, HttQ103 aggreg 0% and KinaseGlo FLuc 1%.
`Cc1ccc(NC(=O)CSc2nnc(-c3cnccn3)n2Cc2ccco2)cc1C` gave IMPase Li inh inconclusive, SMN2 splice up -41%[inhibitor], HTT cytoprotect 20%[10 µM], Lamin A splicing -12%, CBFb-RUNX1 inh 5%, HttQ103 aggreg 0% and KinaseGlo FLuc 1%.
For COC(=O)Cc1ccc(NC(=S)N2CCCCC2C)cc1 (centres undefined) the results were IMPase Li inh 4%, SMN2 splice up 6%, HTT cytoprotect -6%[10 µM], Lamin A splicing 3%[46 µM], CBFb-RUNX1 inh 4%, HttQ103 aggreg 6% and KinaseGlo FLuc -4%.
Screening COCCNC(=O)COc1ccc(OCCNC[C@H](O)COc2ccccc2)cc1 returned IMPase Li inh -1%, SMN2 splice up -4%, HTT cytoprotect -20% and CBFb-RUNX1 inh 13%.
`CN1CCN(C(=S)NC(=O)c2ccco2)CC1` gave IMPase Li inh -1%, HTT cytoprotect 27%[10 µM], CBFb-RUNX1 inh -7%, HttQ103 aggreg 6%[9.22 µM] and KinaseGlo FLuc 0%.
Screening COc1ccc(/C=C/C(=O)N(C)Cc2cccs2)cc1S(=O)(=O)N1CCOCC1 returned IMPase Li inh 3%, SMN2 splice up 3%, CBFb-RUNX1 inh -20%, HttQ103 aggreg 4% and KinaseGlo FLuc 3%.
`COc1ccc(C2CC(c3cccs3)=Nc3ccccc3S2)cc1OC` (centres undefined) gave IMPase Li inh 17%, SMN2 splice up -15%, HTT cytoprotect 36%[10 µM], Lamin A splicing -5%, CBFb-RUNX1 inh 3%, HttQ103 aggreg -21% and KinaseGlo FLuc 1%.
CC(NC(=O)Cc1ccccc1[N+](=O)[O-])c1ccccc1 (centres undefined) was read as IMPase Li inh -1%, SMN2 splice up 5%, HTT cytoprotect 16%[10 µM], Lamin A splicing -14%, CBFb-RUNX1 inh 9%, HttQ103 aggreg -8% and KinaseGlo FLuc 8%.
For COc1cc(OC)cc(C(=O)N[C@H](C(=O)NCc2cccs2)C(C)C)c1 the results were IMPase Li inh 10%, SMN2 splice up -4%, HTT cytoprotect -48%[inhibitor], Lamin A splicing inconclusive, CBFb-RUNX1 inh 0%, HttQ103 aggreg -4%[9.22 µM] and KinaseGlo FLuc 4%.
COc1cc(NC(=O)CSc2nc3ccccc3c(=O)n2C)ccc1NC(=O)c1ccco1 was read as IMPase Li inh 22%[38.3 µM], SMN2 splice up -17%, HTT cytoprotect -2%, Lamin A splicing 2%, CBFb-RUNX1 inh 7%, HttQ103 aggreg 2% and KinaseGlo FLuc -4%.
O=C(Oc1c(-c2ccccc2)c(=O)n2c3c(cccc13)CC2)c1ccco1 was read as HTT cytoprotect 9%[10 µM], CBFb-RUNX1 inh 1% and HttQ103 aggreg -4%[9.22 µM].
Cn1c2ccc(F)cc2c2nnc(NN)nc21 was read as HTT cytoprotect 20%[10 µM], CBFb-RUNX1 inh -16% and HttQ103 aggreg -22%[9.22 µM].
`COc1ccc(C(=O)N2CCCC(c3nc(-c4ccc(OC)c(OC)c4)no3)C2)c(OC)c1` (centres undefined) gave IMPase Li inh 6%[38.3 µM], SMN2 splice up -21%, HTT cytoprotect -24%, Lamin A splicing inconclusive, CBFb-RUNX1 inh 0%, HttQ103 aggreg -6% and KinaseGlo FLuc 0%.
`O=C(CN1C(=O)c2ccccc2C1=O)[C@@H](O)CN1C(=O)c2ccccc2C1=O` gave IMPase Li inh 8%, SMN2 splice up 7%[9.22 µM], HTT cytoprotect 3%[10 µM] and KinaseGlo FLuc -5%[7.66 µM].
Screening CCn1nnnc1SCC(=O)N1CCOCC1 returned IMPase Li inh 7%[38.3 µM], SMN2 splice up -15%, HTT cytoprotect 9%[10 µM], Lamin A splicing -12%, CBFb-RUNX1 inh 2%, HttQ103 aggreg 10% and KinaseGlo FLuc 4%.
O=C(N/N=C/C1CC2CCC1C2)c1ccc2c(c1)OCO2 (centres undefined) was read as IMPase Li inh -6%, SMN2 splice up -3%, Lamin A splicing 1%, CBFb-RUNX1 inh -2%, HttQ103 aggreg 8% and KinaseGlo FLuc -6%.
